HTR5A inv ctr = counter-screen for OPRM1-OPRD1 inverse agonists: human HTR5A inverse agonism; inhibition, % at 9.3 µM; P47898; 340,000 compounds, 0.083% hits; HTR5A cell line, luminescence; in the data active = inhibition mostly above about 23%, no sharp cut-off; inactive = mostly below about 18%;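 note: 0% = cells with DMSO and 100% = no-cell wells with DMSO; some compounds called inactive have numbers as strong as hits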
Ecoli viability = reduces bacterial viability in AddAB counter-screen | 330,000 compounds, 0.27% hits | E. coli V3065 growth, OD600 absorbance, 18 h | AID 449728 | inhibition, % at 11.9 µM;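 active = inhibition above the campaign's mean inhibition across all tested compounds plus 3 SD, cut at about 9.9% in these data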;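 note: uninfected addAB+ strain grown without phage in ampicillin broth; 0% = DMSO wells and 100% = ciprofloxacin 0.95 µg/ml wells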
SUMO Mot1 rescue = blocks SUMOylation pathway, rescuing yeast Mot1-301 growth | AID 2716 | S. cerevisiae Mot1-301 growth rescue, ATP luminescence, 38.5C; percent above DMSO median, 100 means doubled | 320,000 compounds, 1% hits | growth rescue, % at 18.8 µM;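 active = every valid replicate shows activation above 250% relative to neutral control wells; inactive = the rest, any valid replicate at or below 250%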;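 note: OY570 slx delta 5 strain wells were the positive control but not used for scaling; some compounds called inactive have numbers as strong as hits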
PKA-R1A act = PKA-R1A complex activation; PKA-R1A dissociation, Cy5-IP20 fluorescence polarization; scaled: DMSO 0%, 113 µM cGMP 100%; activation, % at 11.4 µM; 340,000 compounds, 0.083% hits; AID 504707;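 active = percent activation above the mean of all tested compounds plus 3 SD, cut at about 19% in these data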;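 note: higher means more PKAc released from R1A so a rise in polarization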
Tat transport = blocks Tat-dependent protein export in E. coli; E. coli MC4100 TorA-mCherry Tat export, fluorescence; inhibition, % at 10 µM; 340,000 compounds, 0.036% hits; AID 488895;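 active = mean replicate inhibition at least 50% and at least half of replicates individually reaching 50%; inconclusive = only one of the two criteria met; inactive = neither criterion met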;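 note: exported cargo escapes ClpAP degradation while cytoplasmic cargo is degraded and loses fluorescence; 0% = median of neutral control wells and 100% = median of NaSCN control wells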
phage Ecoli inh = E. coli growth loss with phage present; growth absorbance; 360,000 compounds, 0.26% hits; inhibition, % at 11.9 µM; in the data active = inhibition above about 11%
PKA-R2B activ = PKA-R2B complex activation. 340,000 compounds, 0.079% hits. PKA-R2B holoenzyme dissociation, Cy5-IP20 fluorescence polarization; R2B truncated from residue 108, S112A mutant; 0% DMSO only, 100% 113 µM cGMP. activation, % at 11.4 µM. AID 504700;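 active = activation above a cutoff set at the mean over all compounds plus 3 SD, cut at about 18% in these data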;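 note: higher means more holoenzyme dissociation and a rise in polarization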
Target sequence (P31323 whole entry, looked up, other chains not shown, the tested form may be a part): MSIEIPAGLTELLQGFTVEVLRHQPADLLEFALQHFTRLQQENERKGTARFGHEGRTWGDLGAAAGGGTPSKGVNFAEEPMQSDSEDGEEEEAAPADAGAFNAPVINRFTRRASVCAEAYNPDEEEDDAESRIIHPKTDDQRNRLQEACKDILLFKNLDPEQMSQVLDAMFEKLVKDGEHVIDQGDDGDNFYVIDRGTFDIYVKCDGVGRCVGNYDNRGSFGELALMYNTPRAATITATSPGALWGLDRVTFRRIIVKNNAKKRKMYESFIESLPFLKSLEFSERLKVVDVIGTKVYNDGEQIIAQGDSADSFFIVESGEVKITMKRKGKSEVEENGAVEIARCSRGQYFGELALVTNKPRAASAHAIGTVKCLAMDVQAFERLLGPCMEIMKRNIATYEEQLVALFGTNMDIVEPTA
HTR5A ag ctr = counter-screen for OPRM1-OPRD1 agonists: human HTR5A agonism; HTR5A agonist assay, luminescence, cell-based; activation, % at 9.3 µM; P47898; 340,000 compounds, 0.61% hits; in the data active = activation mostly above about 9.5%, no sharp cut-off; inactive = mostly below about 7.6%;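 note: 0% = cells with vehicle only and 100% = reference agonist; strong numbers were not always called active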
DAGLB inhibitor = diacylglycerol lipase beta (human) inhibition | Q8NCG7 | HEK293T DAGLB membrane lysate, EnzChek fluorogenic substrate | inhibition, % at 5.17 µM | 340,000 compounds, 0.059% hits | AID 504411; in the data active = inhibition above about 34%;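 note: 0% = enzyme with vehicle and 100% = wells lacking enzyme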
AddAB inh = less growth of phage-infected E. coli with AddAB; E. coli expressing H. pylori AddAB, absorbance growth; inhibition, % at 11.9 µM; AID 435030; 330,000 compounds, 0.29% hits; in the data active = inhibition above about 12%;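 note: 0% = vehicle wells of infected cells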
CDK5 p35 inh = CDK5/p35 (human) kinase inhibition; 330,000 compounds, 0.01% hits; AID 488839; Recombinant CDK5/p35, ADP-Glo luminescence, 60 min; Q00535+Q15078; inhibition, % at 10 µM;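 active = highest replicate inhibition of at least 50% and at least 75% of replicates reaching 50%; inconclusive = only one of the two criteria met; inactive = both criteria failed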;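 note: plate controls were DMSO neutral control for no effect and GW8510 at 10 µM for full effect; many of its hits are not listed in these tables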
Target sequence (Q00535 whole entry, looked up): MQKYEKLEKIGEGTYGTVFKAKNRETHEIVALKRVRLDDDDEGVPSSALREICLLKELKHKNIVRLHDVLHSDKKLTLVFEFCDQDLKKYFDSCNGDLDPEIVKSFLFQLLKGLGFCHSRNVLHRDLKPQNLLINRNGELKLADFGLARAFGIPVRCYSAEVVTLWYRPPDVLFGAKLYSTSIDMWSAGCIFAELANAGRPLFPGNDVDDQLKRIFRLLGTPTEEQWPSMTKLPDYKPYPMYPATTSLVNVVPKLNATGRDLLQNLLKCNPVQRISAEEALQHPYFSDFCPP
Target sequence (Q15078 whole entry, looked up): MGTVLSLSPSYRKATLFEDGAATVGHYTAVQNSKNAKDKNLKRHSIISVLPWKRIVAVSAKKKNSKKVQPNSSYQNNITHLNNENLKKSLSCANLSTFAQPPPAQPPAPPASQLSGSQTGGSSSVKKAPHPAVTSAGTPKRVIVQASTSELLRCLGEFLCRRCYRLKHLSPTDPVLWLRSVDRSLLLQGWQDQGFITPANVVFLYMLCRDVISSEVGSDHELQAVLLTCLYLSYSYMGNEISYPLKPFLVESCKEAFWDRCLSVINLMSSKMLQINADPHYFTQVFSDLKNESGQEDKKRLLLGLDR
* marks the source's active call; other numbers are inactive results; ? = inconclusive; . = not tested or not shown.

SMILES	HTR5A inv ctr	Ecoli viability	SUMO Mot1 rescue	PKA-R1A act	Tat transport	phage Ecoli inh	PKA-R2B activ	HTR5A ag ctr	DAGLB inhibitor	AddAB inh	CDK5 p35 inh
COCCN(C(=O)c1csnn1)C(C(=O)NC1CCCC1)c1ccccc1 (stereo not given)	-2	1.9	15	2	3	2.6	-6	1	-4	3.4	0.6
CS(=O)(=O)c1ccc(Cl)c(NC(=O)CSc2nnc(-c3cccs3)n2N)c1	10	-0.7	-5	-6	4	2.7	0	1	-1	2.0	0.6
COc1cccc(CNC(=O)c2cc(S(=O)(=O)N3CCCCC3)c[nH]2)c1	14	1.7	78	-5	-2	1.6	-2	-5	-2	2.9	-2.4
S=C(NCc1ccco1)Nc1ccccc1	10	1.3	-6	-4	-2	0.6	1	-3	-1	4.1	1.1
CN(C)C(CNC(=O)c1cc2ccccc2o1)c1ccccc1 (stereo not given)	10	.	.	1	-2	2.9	-9	-4	-6	.	-1.7
COC(=O)c1ccc([C@@H](O)[C@H](C)C(=O)CC(=O)OC(C)(C)C)cc1	8	-0.5	19	9	-3	1.9	1	-2	-1	1.8	-0.8
CCc1ccc(OCC(=O)Nc2ccc(N3CCN(S(C)(=O)=O)CC3)cc2)cc1	5	0.9	4	7	-5	0.6	-5	-2	0	0.2	12
COc1ccccc1NC(=O)c1ccc(CN2CCOCC2)cc1	1	1.6	105	12	6	1.7	10	0	2	1.9	-3.1
O=C1NC(=S)N/C1=C/c1ccc(Oc2ccc(C(F)(F)F)cc2[N+](=O)[O-])c(Cl)c1	-24	1.5	5	-4	-1	2.9	6	9	1	5.0	0.6
O=C(Nc1cc([N+](=O)[O-])ccc1F)C1CCN(S(=O)(=O)c2cccs2)CC1	29	0.4	8	3	-2	-0.1	4	-7	0	1.6	-3.5
CC(C)(C)NC(=O)CN(Cc1ccc2c(c1)OCO2)C(=O)CNS(=O)(=O)c1ccccc1	-3	-2.3	4	5	-2	2.5	8	1	0	2.5	-0.4
COc1cccc(CCc2nnc(CCC(=O)NC(C)Cc3cccs3)o2)c1 (stereo not given)	10	-0.2	129	0	0	1.1	-5	7	-2	3.7	-1.8
COCCCNC(=O)CCc1c(C)c2cc3c(C)coc3cc2oc1=O	-2	-4.0	18	0	-8	0.3	-4	1	3	-1.1	-0.3
O=C1CN(C(=O)COC(=O)CNC(=O)c2ccccc2)c2ccccc2N1	0	-1.6	-13	-8	-6	4.0	10	-1	-1	0.0	0.0
CC(=O)Nc1ccc(C2(c3ccc(NC(C)=O)cc3)C(=O)Nc3ccccc32)cc1	-17	2.2	-23	2	-10	4.7	-4	0	1	4.1	1.2
O=C(NCCN1CCN(c2ccccc2)CC1)C1CCN(S(=O)(=O)c2cccc3nsnc23)CC1	-12	-0.2	-6	3	0	1.4	0	-2	1	1.6	-0.4
CN(C)C(=O)Cn1c(=O)n(S(=O)(=O)c2ccccc2)c2ccccc21	.	0.0	2	4	-1	0.3	-7	.	0	3.5	-1.3
c1ccc(-c2nnc(-c3ccncc3)nc2-c2ccccc2)cc1	-1	0.0	248	7	2	2.0	1	0	-1	3.8	0.2
NS(=O)(=O)c1ccc(Nc2nc3ccccc3nc2NS(=O)(=O)c2cccc([N+](=O)[O-])c2)cc1	-3	1.4	3	-3	-15	2.7	-4	-5	9	3.2	-1.0
O=C(Nc1ccc(Cl)cc1)NN1CCCCCC1	12	.	.	6	6	2.9	-2	-3	-1	.	-0.2
CCOC(=O)c1ccc(NC(=O)Nc2ccc3c(c2)OCCO3)cc1	-13	2.2	-22	1	10	2.4	8	-6	1	0.8	-0.9
Cc1cccc(-n2c(C)cc(/C=C3\NC(=O)NC3=O)c2C)c1	-14	0.7	39	-1	8	4.2	2	-1	2	3.8	0.2
C=CCNC(=O)c1onc(CSc2ccc(F)cc2)c1C(=O)NCC=C	-64	-0.6	-5	-6	8	1.3	-2	22*	-1	2.7	-0.1
CC(NCc1ccccc1)C1COc2ccccc2O1 (stereo not given)	-10	-3.1	28	-3	-7	-0.8	1	5	-4	2.5	1.8
O=C(Nc1cccc(F)c1)c1c(O)c2ccccc2[nH]c1=O	10	-3.4	-16	7	-2	1.6	6	-3	-2	0.4	0.1
O=S(=O)(c1ccc(F)cc1)N1CCN(Cc2ccccc2C(F)(F)F)CC1	-2	-1.3	63	-3	8	-0.4	-3	2	-11	0.9	0.3
CCCC(=O)c1c[nH]c(C(=O)N2CCOCC2)c1	-10	1.5	14	4	?	1.3	9	4	2	4.6	-2.5
CN(C)C(CNS(=O)(=O)c1ccc(F)cc1)c1cccnc1 (stereo not given)	-4	2.1	3	-15	-2	3.6	-2	-4	1	-2.6	2.5
O=C(Nc1cccnc1)OC1CCCC1	-6	-1.6	5	-4	-3	1.3	-3	-4	-2	4.3	0.5
Cn1c(=O)oc2cc(S(=O)(=O)N3CCCC(C(=O)NC4CCCc5ccccc54)C3)ccc21 (stereo not given)	-18	-1.1	-11	-1	6	3.4	-10	7	0	-1.5	0.2

Some of these compounds in order of number of heavy atoms, high to low:
SMILES	HTR5A inv ctr	Ecoli viability	SUMO Mot1 rescue	PKA-R1A act	Tat transport	phage Ecoli inh	PKA-R2B activ	HTR5A ag ctr	DAGLB inhibitor	AddAB inh	CDK5 p35 inh
Cn1c(=O)oc2cc(S(=O)(=O)N3CCCC(C(=O)NC4CCCc5ccccc54)C3)ccc21 (stereo not given)	-18	-1.1	-11	-1	6	3.4	-10	7	0	-1.5	0.2
C=CCNC(=O)c1onc(CSc2ccc(F)cc2)c1C(=O)NCC=C	-64	-0.6	-5	-6	8	1.3	-2	22*	-1	2.7	-0.1
CCOC(=O)c1ccc(NC(=O)Nc2ccc3c(c2)OCCO3)cc1	-13	2.2	-22	1	10	2.4	8	-6	1	0.8	-0.9
Cc1cccc(-n2c(C)cc(/C=C3\NC(=O)NC3=O)c2C)c1	-14	0.7	39	-1	8	4.2	2	-1	2	3.8	0.2
CC(NCc1ccccc1)C1COc2ccccc2O1 (stereo not given)	-10	-3.1	28	-3	-7	-0.8	1	5	-4	2.5	1.8
CCCC(=O)c1c[nH]c(C(=O)N2CCOCC2)c1	-10	1.5	14	4	?	1.3	9	4	2	4.6	-2.5

(list continues)
SMILES	HTR5A inv ctr	Ecoli viability	SUMO Mot1 rescue	PKA-R1A act	Tat transport	phage Ecoli inh	PKA-R2B activ	HTR5A ag ctr	DAGLB inhibitor	AddAB inh	CDK5 p35 inh
CC1Cc2ccccc2N1C(=O)COC(=O)c1ccc(Br)o1 (stereo not given)	-45	-2.3	12	6	-4	3.7	-3	1	-2	1.4	-2.4
CCn1cc(C(=O)N2CC(C)CC(C)C2)c(=O)c2cc(S(=O)(=O)N3CCOCC3)ccc21 (stereo not given)	-7	0.7	-16	-6	5	3.4	2	3	2	1.8	1.5
Cn1nnc2c(NCc3ccco3)nccc21	15	-0.3	-7	-6	6	0.2	3	-6	4	1.0	0.8
CC(C)CC(C(=O)Nc1oc(-c2ccccc2)c(-c2ccccc2)c1C#N)N1C(=O)c2ccccc2C1=O (stereo not given)	-1	-2.0	2	-10	1	6.7	-2	-3	7	-2.3	-2.3
Cc1ccc(CCNC(=O)C2CCC(=O)N2Cc2ccc(F)cc2)cc1 (stereo not given)	7	0.2	4	-10	-2	0.2	-2	-2	-1	-1.2	1.1
Cc1noc(C)c1NC(=O)Nc1ccc2c(c1)C(=O)N([C@H](C)CO)C[C@H](C)[C@@H](CN(C)C(=O)Nc1ccc3c(c1)OCO3)O2	-11	0.9	0	1	-4	2.0	-5	2	-1	0.6	0.2
CCc1cc(=O)oc2c3c(cc(OCC(=O)NCCCC(=O)O)c12)OC(C)(C)CC3	-1	0.6	505	-4	6	5.5	-4	0	2	-0.5	0.3
Cn1c(=O)c2cn(-c3ccc4c(c3)OCCO4)cc2n(C)c1=O	-8	0.5	-14	2	2	2.0	10	2	-1	0.9	0.0
CC1(c2ccc(Cl)cc2)NC(=O)CS1 (stereo not given)	24	0.6	-11	5	-1	2.6	0	-1	2	1.7	0.3
C[C@H](CO)N1C[C@H](C)[C@@H](CN(C)C(=O)Nc2ccccc2)Oc2ccc(NC(=O)CCN3CCOCC3)cc2C1=O	19	-0.4	-11	-4	5	1.8	-8	-5	-1	1.0	1.1
CCCCn1c2ccccc2c2cc(CC(N)=O)ccc21	-28	-0.2	366	-7	2	0.4	-8	3	-1	3.0	1.6
COc1cc(/C=C2\C(=O)N(CCC#N)N=C2C)ccc1OCC(=O)Nc1ccccc1	-8	0.2	4	-18	-8	3.4	-12	2	1	3.0	1.5
O=S(=O)(Nc1cc(S(=O)(=O)N2CCOCC2)ccc1Cl)c1ccccc1	0	0.4	-23	11	-3	2.2	10	0	0	-0.2	-1.4
C1CN(CCN2CCOCC2)CCN1	-1	-1.8	4	0	-1	.	1	0	3	-1.2	1.9
O=C(CCl)N(Cc1cc(=O)[nH]c2ccccc12)c1ccccc1	-14	-1.4	491*	-2	-7	-0.6	-1	4	1	-1.7	-0.7
C#CCOCCOCCOCCNc1nc(N2CCN(C(=O)CCCCCCCCCCNC(=O)[C@H](CCCCN)n3cc(CCCC(=O)O)nn3)CC2)nc(N2CCN(C(=O)CCCCCCCCCCNC(=O)[C@@H]([C@H](C)O)n3cc(C)nn3)CC2)n1	13	2.1	0	-8	25	.	-6	3	2	-0.9	0.4
O=Cc1c(NCCCN2CCCC2=O)c2ccccc2[nH]c1=O	8	-0.1	0	-10	2	3.1	1	-2	0	0.2	0.9
O=C(N/N=C/c1cn(-c2ccccc2)nc1-c1cccs1)c1ccncc1	4	-3.2	24	-8	3	2.1	-6	-3	-3	3.2	-0.1
CO/N=C/C1CCN(c2ncc(C(F)(F)F)cc2Cl)C1=O (stereo not given)	-5	-0.6	-13	7	-1	3.2	-8	2	4	2.8	-0.3
CCn1c(CC(=O)Nc2ccccc2F)nnc1SCC(=O)N1CCN(c2ccccc2)CC1	3	0.7	-11	1	-1	3.3	7	1	-2	-1.6	0.0
O=C(c1cccc(N2C(=O)C3CC=CCC3C2=O)c1)N1CCN(c2ccccc2)CC1 (stereo not given)	9	0.3	-1	-7	-5	1.4	2	-3	0	0.5	1.1
O=C(CSc1ncccn1)Nc1ccc2[nH]c(=O)[nH]c2c1	-11	0.5	1	-6	2	1.5	-10	4	1	2.0	1.6
O=C(Oc1ccc(OC(=O)c2ccco2)c(S(=O)(=O)c2ccc(Br)cc2)c1)c1ccco1	5	1.2	1	-3	2	.	-4	8	27	0.7	-0.6
CCOc1ccc(C=NCC(O)c2ccccc2)cc1 (stereo not given)	-12	-1.2	11	1	-4	1.5	-8	3	3	1.9	0.1
